TRHR ag: TRH receptor (human) agonism; P34981; TRHR cells, calcium flux fluo-8, FDSS agonist mode; activation, % at 2 µM; 0.18% of 360,000 active; AID 493084; in the data active = activation above about 30%; note: 0% is about no effect
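Read-out: compound-evoked intracellular calcium rise in TRHR cells, fluo-8 dye, kinetic FDSS fluorescence at 1 s/cycle following a 10-cycle baseline. Cells cultured overnight before dye loading (30 min–1.5 h, RT).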
D2 antag: antagonists of human D2 dopamine receptor. HEK293 TREx D2 cells, calcium flux, dopamine EC80. P14416. 2% of 340,000 active. AID 485344. inhibition, % at 10 µM; in the data active = inhibition above about 30%; note: 0% is about no effect
Target sequence (P14416 whole entry, looked up): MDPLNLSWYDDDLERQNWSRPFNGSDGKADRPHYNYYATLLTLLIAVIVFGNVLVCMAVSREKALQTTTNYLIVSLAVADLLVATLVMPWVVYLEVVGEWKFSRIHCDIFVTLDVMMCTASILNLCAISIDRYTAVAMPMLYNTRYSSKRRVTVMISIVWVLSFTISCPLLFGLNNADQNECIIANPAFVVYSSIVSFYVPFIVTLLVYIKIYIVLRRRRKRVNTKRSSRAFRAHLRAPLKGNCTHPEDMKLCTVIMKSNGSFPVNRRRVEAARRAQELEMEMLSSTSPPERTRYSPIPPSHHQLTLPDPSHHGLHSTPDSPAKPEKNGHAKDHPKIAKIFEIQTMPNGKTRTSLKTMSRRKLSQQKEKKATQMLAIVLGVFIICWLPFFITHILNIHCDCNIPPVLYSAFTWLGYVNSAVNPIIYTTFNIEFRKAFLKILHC
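Dopamine at EC80 is the agonist stimulus; test compounds precede it by 180 s. Calcium flux read kinetically in a force-coupled, inducible HEK293 T-REx D2 cell line.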
D2 ag: activates the human D2 dopamine receptor; P14416; HEK293 T-REx D2 cells, calcium flux agonist mode; activation, % at 2 µM; 0.53% of 340,000 active; AID 485358;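 active = activation over 3 SD above normal in the single-dose calcium agonist read, cut at about 30% in these data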; note: 0% is about no effect
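Calcium-flux readout, 1 cycle/sec over 180 s following compound pin transfer, in inducible HEK293 Trex D2 cells (force-coupled); dopamine controls included. Positive calcium responses during this window marked compounds as potential agonists.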
rTrxR1 inhibitor: blocks rat thioredoxin reductase 1 | O89049 | recombinant rTrxR1, NADPH fluorescence consumption, selenite substrate | Potency, µM (top dose mostly 114 µM), without a hit: at the highest dose activity change, negative = inhibition, usual class: inhibitors | 1% of 390,000 active | AID 588453; note: potency is the fitted concentration of half-maximal effect; % is set by controls: 0 for no effect and ±100 for the full control effect; nearly all actives have a fitted effect of over 65% in size
Target sequence (O89049 whole entry, looked up): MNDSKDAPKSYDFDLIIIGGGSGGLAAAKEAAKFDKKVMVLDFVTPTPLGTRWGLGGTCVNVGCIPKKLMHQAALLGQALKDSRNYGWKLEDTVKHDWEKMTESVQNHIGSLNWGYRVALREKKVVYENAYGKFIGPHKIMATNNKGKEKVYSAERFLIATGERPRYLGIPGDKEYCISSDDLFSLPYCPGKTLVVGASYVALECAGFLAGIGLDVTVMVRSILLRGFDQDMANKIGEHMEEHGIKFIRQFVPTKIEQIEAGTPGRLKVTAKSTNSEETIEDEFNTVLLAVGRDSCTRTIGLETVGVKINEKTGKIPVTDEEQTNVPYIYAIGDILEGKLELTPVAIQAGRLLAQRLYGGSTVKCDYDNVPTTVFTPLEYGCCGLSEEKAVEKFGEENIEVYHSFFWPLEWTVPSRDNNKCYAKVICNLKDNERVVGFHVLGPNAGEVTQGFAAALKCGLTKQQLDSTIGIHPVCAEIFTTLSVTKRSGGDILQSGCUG
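Rat TrxR1 (90 nM in the dispensed reagent) was pre-reduced with 400 uM NADPH for 5 min at room temperature, then incubated with compound for 15 min. After 400 uM selenite was added, NADPH fluorescence (Ex 340/Em 450 nm) was followed for 8 min.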
PI4K2A block: inhibitors of human PI4K2A | Q9BTU6 | AID 1346378 | 0.13% of 420,000 active | activity change, negative = inhibition, % at 76.9 µM | purified PI4K2A, ADP-Glo luminescence, 1 h; hits give low values; in the data active = activity change below about -50%; inconclusive = mostly about -30% to -49%;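 note: -100% = wells without enzyme as full effect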
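ADP-Glo luminescence measured ADP generated by PI4K2A enzyme (4 ug/mL before mixing) with 1.2 mM PI substrate (pre-mix) and 300 microM ATP (pre-mix). Tris pH7.5 buffer with MgCl2, Triton X-100; 1 h reaction at ambient temperature.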
TRHR enhancer: TRH receptor (human) allosteric enhancement. P34981. TRHR cells, fluo-8 calcium fluorescence, EC20 TRH enhancement. enhancement, % at 2 µM. 0.66% of 360,000 active. AID 493056; in the data active = enhancement above about 30%; note: 0% is about no effect
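Enhancer read-out: after compound pinning and an initial kinetic agonist-mode read, an EC20 of TRH (10 nM final) was injected and fluo-8 calcium signal (Ex 480/Em 530) followed at 1 s/cycle for 100 cycles in TRHR-expressing cells.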
USP1 inh: inhibitors of human USP1/UAF1 deubiquitinase; recombinant USP1/UAF1, Ub-Rhodamine cleavage fluorescence; Potency, µM (titrated, usually from 57.1 µM), inactives show at the highest dose activity change, negative = inhibition, actives largely listed as inhibitors; 0.23% of 390,000 active; AID 743255; note: potency is the fitted concentration of half-maximal effect; % is set by controls: 0 for no effect and ±100 for the full control effect; nearly all actives have a fitted effect of over 60% in size; inactives centre near -12
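In this screen, compounds sit with the deubiquitinase complex (1nM) for 15 min at room temperature before Ub-Rho is added at 150nM final. Fluorescence rise is then followed for 6 reads every 60 seconds.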
TrxR1 substrate: is turned over as a substrate by rat TrxR1 | 0.01% of 390,000 active | AID 588456 | Potency, µM (highest dose often 114 µM), for inactives: at the highest dose activity change, negative = substrate turnover | O89049 | purified TrxR1 substrate turnover, NADPH consumption readout; note: potency is the fitted concentration of half-maximal effect; % is set by controls: 0 for no effect and ±100 for the full control effect; nearly all actives have a fitted effect of over 50% in size
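Rat TrxR1, dispensed at 90 nM, was prereduced with 400 uM NADPH (final) for 5 min at ~22 deg C, then incubated with compound 15 min before 400 uM selenite. A first-read NADPH fluorescence drop versus no-compound background flagged substrates.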
mIDH1 inhibitor: human IDH1 R132H inhibition; O75874; IDH1-R132H enzyme, NADPH consumption, diaphorase/resazurin fluorescence; Potency, µM (highest dose often 76.6 µM), inactives show at the highest dose activity change, negative = inhibition, hits mostly inhibitors; 0.093% of 390,000 active; AID 602179; note: potency is the fitted concentration of half-maximal effect; % is set by controls: 0 for no effect and ±100 for the full control effect; nearly all actives have a fitted effect of over 65% in size
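IDH1-R132H (0.5 ug/mL) preincubated 30 min with compound, then NADPH (0.016 mM) and alpha-KG (2 mM) added; 80 min at RT, pH 7.5. Remaining NADPH coupled via diaphorase/resazurin to fluorescence (540/590 nm); concentration-response curves normalized to no-enzyme control.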
* hit, by the source's call; & = joins results of further samples; [ ] = another dose, or the depositor's remark. Unless noted, calls come from the whole dose curve; as a rule, active = well fitted inhibition curve with a large enough effect; inconclusive = small, poorly fitted or top-dose-only effect; inactive = no such curve, though single readings can be large or run the other way.

Sample of the layout:
What do the screens show for `O=C(Cn1c(=O)c2ccccc2n(CC(=O)Nc2ccccc2F)c1=O)NCCc1ccccc1`?
TRHR ag: -0.1; D2 ag: 0.5; rTrxR1 inhibitor: -4%; PI4K2A block: 2; TRHR enhancer: -1; USP1 inh: -23%; TrxR1 substrate: -8%; mIDH1 inhibitor: 24%

How did O=C(NCCCO)c1cc2ccccc2[nH]1 do in these assays?
TRHR ag: 0.6; D2 antag: 3; D2 ag: 0.5; rTrxR1 inhibitor: 9%[11.4 µM]; PI4K2A block: 3; TRHR enhancer: -6; USP1 inh: -13%; TrxR1 substrate: 3%[11.4 µM]; mIDH1 inhibitor: -10%

How did CCC(=O)Nc1c(C(=O)N2CCCCCC2)cnn1-c1ccc(C)c(C)c1 do in these assays?
TRHR ag: -0.3; D2 antag: -30; D2 ag: -0.8; rTrxR1 inhibitor: 15%[57.1 µM]; PI4K2A block: 5; TRHR enhancer: -8; USP1 inh: -13%; TrxR1 substrate: 12%[57.1 µM]; mIDH1 inhibitor: 4%

What do the screens show for `COc1ccc(/C=N/NC(=O)c2nnn(-c3nonc3N)c2-c2cccs2)cc1OC`?
TRHR ag: 0.6; D2 antag: 2; D2 ag: 0.1; rTrxR1 inhibitor: 6%; PI4K2A block: 2; TRHR enhancer: -1; USP1 inh: -20%; TrxR1 substrate: 6%; mIDH1 inhibitor: -8%

The listing, repeating the preview:
What do the screens show for `O=C(Cn1c(=O)c2ccccc2n(CC(=O)Nc2ccccc2F)c1=O)NCCc1ccccc1`?
TRHR ag: -0.1; D2 ag: 0.5; rTrxR1 inhibitor: -4%; PI4K2A block: 2; TRHR enhancer: -1; USP1 inh: -23%; TrxR1 substrate: -8%; mIDH1 inhibitor: 24%

How did O=C(NCCCO)c1cc2ccccc2[nH]1 do in these assays?
TRHR ag: 0.6; D2 antag: 3; D2 ag: 0.5; rTrxR1 inhibitor: 9%[11.4 µM]; PI4K2A block: 3; TRHR enhancer: -6; USP1 inh: -13%; TrxR1 substrate: 3%[11.4 µM]; mIDH1 inhibitor: -10%

How did CCC(=O)Nc1c(C(=O)N2CCCCCC2)cnn1-c1ccc(C)c(C)c1 do in these assays?
TRHR ag: -0.3; D2 antag: -30; D2 ag: -0.8; rTrxR1 inhibitor: 15%[57.1 µM]; PI4K2A block: 5; TRHR enhancer: -8; USP1 inh: -13%; TrxR1 substrate: 12%[57.1 µM]; mIDH1 inhibitor: 4%

What do the screens show for `COc1ccc(/C=N/NC(=O)c2nnn(-c3nonc3N)c2-c2cccs2)cc1OC`?
TRHR ag: 0.6; D2 antag: 2; D2 ag: 0.1; rTrxR1 inhibitor: 6%; PI4K2A block: 2; TRHR enhancer: -1; USP1 inh: -20%; TrxR1 substrate: 6%; mIDH1 inhibitor: -8%

What do the screens show for `O=C(NC1CC1)C1=C[C@@H](c2c[nH]c3ccccc23)C[C@@H](OCc2ccc(CO)cc2)O1`?
TRHR ag: 1.0; D2 antag: -7; D2 ag: -0.4; rTrxR1 inhibitor: -19%; PI4K2A block: -10; TRHR enhancer: 9; USP1 inh: inconclusive; TrxR1 substrate: -8%; mIDH1 inhibitor: -1%[38.3 µM]

Results for COc1ccccc1OCC(=O)NCC1(N2CCOCC2)CCCCC1 ?
TRHR ag: 0.3; D2 ag: 0.5; rTrxR1 inhibitor: 23%; PI4K2A block: 0; TRHR enhancer: -4; USP1 inh: -26%; TrxR1 substrate: 0%; mIDH1 inhibitor: -11%

How did CCOC(=O)C1=C[C@]2(CC)CCCN3CCc4c(n1c1ccccc41)[C@@H]32 do in these assays?
TRHR ag: 0.2; D2 antag: -22; D2 ag: -1.7; rTrxR1 inhibitor: inconclusive; PI4K2A block: 0&2&-1; TRHR enhancer: 9; USP1 inh: -19%; TrxR1 substrate: 6%[57.1 µM]; mIDH1 inhibitor: -10%

What do the screens show for `COc1ccccc1C1c2ccc3ccccc3c2Oc2ncn(CCN(C)C)c(=N)c21` (stereo unspecified)?
TRHR ag: 3.7; D2 antag: -7; D2 ag: 0.6; rTrxR1 inhibitor: 9%; PI4K2A block: 1; TRHR enhancer: -1; USP1 inh: inconclusive; TrxR1 substrate: 6%; mIDH1 inhibitor: 0%

What do the screens show for `CCCn1c(CCC(=O)Nc2cc(Cl)c(OC)cc2OC)nc2cccnc21`?
TRHR ag: -1.2; D2 ag: -0.5; rTrxR1 inhibitor: -21%; PI4K2A block: 0; TRHR enhancer: -1; USP1 inh: -15%; TrxR1 substrate: -11%; mIDH1 inhibitor: 7%

What do the screens show for `COC(=O)c1nnn(-c2cc(Cl)cc(Cl)c2)c1C(=O)OC`?
TRHR ag: -2.1; D2 antag: -9; D2 ag: 0.2; rTrxR1 inhibitor: 10%; PI4K2A block: -15; TRHR enhancer: 5; USP1 inh: -8%; TrxR1 substrate: 1%; mIDH1 inhibitor: -7%

How did CCOC(=O)C1CCCN(C(=S)NC(=O)c2cc(Br)ccc2Cl)C1 (stereo unspecified) do in these assays?
TRHR ag: 0.1; D2 antag: 0; D2 ag: 2.0; rTrxR1 inhibitor: -23%; PI4K2A block: 0; TRHR enhancer: 8; USP1 inh: -15%; TrxR1 substrate: -5%; mIDH1 inhibitor: -12%

What do the screens show for `O=C(NCc1cccs1)C1CCCN1C(=O)Nc1ccc(F)cc1` (stereo unspecified)?
TRHR ag: 0.4; D2 antag: 13; D2 ag: 0.1; rTrxR1 inhibitor: inconclusive; PI4K2A block: 10; TRHR enhancer: 2; USP1 inh: -13%; TrxR1 substrate: -1%; mIDH1 inhibitor: -7%

What do the screens show for `Cc1cccc(C(CC(=O)NCC2(c3ccccc3)CCCC2)c2ccccc2)c1O` (stereo unspecified)?
TRHR ag: -0.4; D2 ag: -0.7; rTrxR1 inhibitor: 15%; PI4K2A block: -3; TRHR enhancer: 11; USP1 inh: -20%; TrxR1 substrate: 4%; mIDH1 inhibitor: 16%

How did Cc1cc(=O)[nH]c(SCC(=O)N2CCN(C(c3ccccc3)c3ccccc3)CC2)n1 do in these assays?
TRHR ag: 0.4; D2 antag: -17; D2 ag: -2.1; rTrxR1 inhibitor: -28%; PI4K2A block: 11; TRHR enhancer: 4; USP1 inh: 4%; TrxR1 substrate: -11%; mIDH1 inhibitor: 3%

What do the screens show for `COc1cc(S(=O)(=O)N(CCc2ccccc2)Cc2cccs2)ccc1-n1cnnn1`?
TRHR ag: 0.1; D2 antag: 14; D2 ag: 0.4; rTrxR1 inhibitor: 12%; PI4K2A block: 0; TRHR enhancer: -1; USP1 inh: -20%; TrxR1 substrate: 9%; mIDH1 inhibitor: 4%

Results for C=COCCNC(=O)C(=O)NCC(C)C ?
rTrxR1 inhibitor: 6%; PI4K2A block: -26; USP1 inh: 3%; TrxR1 substrate: -9%; mIDH1 inhibitor: 13%

Results for Cc1ccc(S(=O)(=O)CCN2C=CC(C(F)(F)F)=NCC2)cc1 ?
TRHR ag: -1.7; D2 antag: -9; D2 ag: -0.1; rTrxR1 inhibitor: -1%[57.1 µM]; PI4K2A block: -1; TRHR enhancer: 13; USP1 inh: -19%; TrxR1 substrate: -3%[57.1 µM]; mIDH1 inhibitor: -1%

What do the screens show for `CCSCc1nnc(SCC(=O)c2ccc(OC)cc2)n1C`?
TRHR ag: -0.5; D2 antag: -12; D2 ag: -0.4; rTrxR1 inhibitor: -20%; PI4K2A block: -5; TRHR enhancer: 1; USP1 inh: -12%; TrxR1 substrate: -5%; mIDH1 inhibitor: 8%

Results for COc1ccc(NC(=O)CSc2nnc(NC(=O)Nc3ccccc3)s2)cc1OC ?
TRHR ag: 0.3; D2 ag: 1.7; rTrxR1 inhibitor: 14%[57.1 µM]; PI4K2A block: -8; TRHR enhancer: -4; USP1 inh: 2%; TrxR1 substrate: 5%[57.1 µM]; mIDH1 inhibitor: -3%

What do the screens show for `Cc1ccc(-c2csc(NC(=O)c3cnccn3)n2)cc1C`?
TRHR ag: 0.6; D2 antag: -8; D2 ag: 0.2; rTrxR1 inhibitor: 3%[57.1 µM]; PI4K2A block: -1; TRHR enhancer: 1; USP1 inh: 3%; TrxR1 substrate: -17%[57.1 µM]; mIDH1 inhibitor: 4%

What do the screens show for `O=C(NCC(=O)N1CCCCC1)c1ccc(Cl)cc1Cl`?
TRHR ag: 0.2; D2 antag: -3; D2 ag: 0.9; rTrxR1 inhibitor: 7%; PI4K2A block: 17; TRHR enhancer: 0; USP1 inh: -3%; TrxR1 substrate: 1%; mIDH1 inhibitor: 6%

Results for CCOC(=O)N1CCC(Nc2nc3ccccc3nc2NS(=O)(=O)c2ccc(Cl)cc2)CC1 ?
TRHR ag: -0.2; D2 antag: -8; D2 ag: -0.2; rTrxR1 inhibitor: 1%; PI4K2A block: -3; TRHR enhancer: 12; USP1 inh: -18%; TrxR1 substrate: -4%; mIDH1 inhibitor: 4%

How did CCN(CC)S(=O)(=O)c1ccc2c(c1)oc(=O)n2CC(=O)NC1CCCCC1 do in these assays?
TRHR ag: -0.2; D2 antag: 1; D2 ag: -0.1; rTrxR1 inhibitor: 0%; PI4K2A block: -11; TRHR enhancer: -2; USP1 inh: -28%; TrxR1 substrate: -1%; mIDH1 inhibitor: 10%

Results for O=C(COC(=O)/C=C/c1ccc2ccccc2n1)NNC(=O)c1ccc([N+](=O)[O-])cc1 ?
TRHR ag: -1.3; D2 antag: 3; D2 ag: 0.0; rTrxR1 inhibitor: 12%; PI4K2A block: -4; TRHR enhancer: -1; USP1 inh: -29%; TrxR1 substrate: 1%; mIDH1 inhibitor: 2%

From PubChem BioAssay
